KB-3-1 tox: kills parental KB-3-1 adenocarcinoma cells; KB-3-1 viability, CellTiter-Glo ATP luminescence, 72 h; Potency, µM (highest dose often 46.1 µM), for inactives: top-dose activity change, negative = cytotoxic, hits mostly cytotoxic; hit rate 1.4% among 400,000; further: potency means the concentration at half of the fitted maximal effect; on the % scale 0 is the no-effect control and ±100 the full control effect; nearly all actives have a fitted effect of over 60% in size
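Screening of KB-3-1 cells (DMEM, 10% FBS, phenol-red free) ran from lowest to highest compound concentration; after 72 h at 37 °C viability was read luminescently and curves fitted.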
SW480 rereplic: DNA re-replication induction in SW480 cells; Potency, µM (doses to about 46.1 µM), for inactives: top-dose re-replication activation, most hits filed as activators; SW480 DNA re-replication, Hoechst DNA content imaging, 48 h; hit rate 1.8% among 340,000; further: potency means the concentration at half of the fitted maximal effect; % of control where 0% means no effect; nearly all actives have a fitted effect of over 55% in size
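Hoechst fluorescence of nuclei (405 nm excitation, 500-530 nm emission) measured by plate-scanning imager after 48 hr compound exposure at 37 C; re-replication scored as increased number of nuclei with elevated intensity.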
HT1080 IDH1KD tx: HT-1080 IDH1 knockdown cell toxicity (counter line) | HT-1080 IDH1 knockdown viability, ATP luminescence, 48 h | Potency, µM (highest dose often 46.1 µM), for inactives: top-dose activity, negative = toxicity, actives largely listed as cytotoxic | hit rate 2% among 360,000 | AID 686971;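 further: potency means the concentration at half of the fitted maximal effect; 0% = DMSO wells and -100% = cell-free medium wells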
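Viability of IDH1-knockdown HT-1080 fibrosarcoma cells was assessed by CellTiter-Glo after 48 h at 37 °C with titrated compound; concentration-effect curves were classified by fit quality and response size.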
IL1B secr inh: blocks inflammasome-driven IL-1 beta release; hit rate 4.7% among 360,000; activity change, % at 57.5 µM; THP-1 LPS/ATP IL-1B secretion, AlphaLISA, 16 h; active compounds read low; AID 743279; in the data active means activity change below about -50%; inconclusive means mostly about -30% to -49%; further: on the % scale 0 is the no-effect control and ±100 the full control effect
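THP-1 cells pretreated 1 hr with compounds (up to 57.5 uM final), then stimulated with LPS (250 ng/mL final) plus ATP (1.25 mM final); secreted IL-1B measured by AlphaLISA after 16 hr, decreased signal indicating inhibition.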
HT1080-NT tox: kills 2HG-producing HT-1080-NT fibrosarcoma cells; hit rate 1.6% among 360,000; HT-1080-NT fibrosarcoma viability, CellTiter-Glo ATP luminescence, 48 h; AID 686970; Potency, µM (titrated, usually from 46.1 µM), for inactives: at the top dose activity, negative = less viability, hits mostly cytotoxic;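 further: NT is the 2HG producing partner of a matched IDH1 knockdown line; potency means the concentration at half of the fitted maximal effect; 0% = DMSO-treated cells and -100% = media-only wells without cells; nearly all actives have a fitted effect of over 55% in size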
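Read-out is CellTiter-Glo luminescence after 10 minutes at room temperature, following 48 hours' compound treatment of HT-1080-NT cells (750 cells/well, RPMI, 5% FBS, 37 degrees C).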
GLP1R ag: agonists of human GLP-1 receptor. P43220. HEK293 GLP-1R CRE-luciferase, luminescence, 4-6 h; cells express a hypersensitive GLP-1R form. Potency, µM (doses to about 45.6 µM), for the others: top-dose activation, most hits filed as activators. hit rate 0.007% among 380,000. AID 624172; further: potency means the concentration at half of the fitted maximal effect; % of control where 0% means no effect
Target sequence (P43220 whole entry, looked up): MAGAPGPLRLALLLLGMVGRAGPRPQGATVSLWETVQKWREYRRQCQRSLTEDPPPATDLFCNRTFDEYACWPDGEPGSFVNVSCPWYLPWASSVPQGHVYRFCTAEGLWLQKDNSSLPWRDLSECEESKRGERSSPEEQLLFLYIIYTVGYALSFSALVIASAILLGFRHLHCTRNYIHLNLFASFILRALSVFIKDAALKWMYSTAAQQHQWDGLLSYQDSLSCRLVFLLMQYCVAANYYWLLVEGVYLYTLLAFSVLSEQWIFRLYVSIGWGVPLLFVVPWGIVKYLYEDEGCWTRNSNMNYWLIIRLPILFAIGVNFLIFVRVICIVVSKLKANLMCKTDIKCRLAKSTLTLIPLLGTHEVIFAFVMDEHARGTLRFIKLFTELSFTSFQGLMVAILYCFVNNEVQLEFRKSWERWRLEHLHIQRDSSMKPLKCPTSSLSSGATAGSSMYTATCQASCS
KB-V1 cytotox: KB-V1 MDR subline cytotoxicity | Potency, µM (series often up to 46.1 µM), for the others: at the top dose activity change, negative = cytotoxicity, actives largely listed as cytotoxic | KB-V1 MDR cells viability, CellTiter-Glo, 72 h | hit rate 3.4% among 400,000; further: potency means the concentration at half of the fitted maximal effect; on the % scale 0 is the no-effect control and ±100 the full control effect; nearly all actives have a fitted effect of over 60% in size
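Following 72 h at 37 degrees C with compound, KB-V1 cell viability was read by CellTiter-Glo luminescence, medium being phenol-red-free DMEM plus 10% FBS; concentration-response parameters came from normalized, curve-fitted qHTS data.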
DRD3 agonist: activates the human D3 dopamine receptor. AID 652048. hit rate 0.58% among 410,000. max activation, %. D3R DiscoveRx beta-arrestin cells, luminescence, 90 min; in the data active means max activation above about 30%; further: 0% is about no effect; mostly tested at two doses, the higher about 12 µM
Target sequence (P35462 whole entry, looked up): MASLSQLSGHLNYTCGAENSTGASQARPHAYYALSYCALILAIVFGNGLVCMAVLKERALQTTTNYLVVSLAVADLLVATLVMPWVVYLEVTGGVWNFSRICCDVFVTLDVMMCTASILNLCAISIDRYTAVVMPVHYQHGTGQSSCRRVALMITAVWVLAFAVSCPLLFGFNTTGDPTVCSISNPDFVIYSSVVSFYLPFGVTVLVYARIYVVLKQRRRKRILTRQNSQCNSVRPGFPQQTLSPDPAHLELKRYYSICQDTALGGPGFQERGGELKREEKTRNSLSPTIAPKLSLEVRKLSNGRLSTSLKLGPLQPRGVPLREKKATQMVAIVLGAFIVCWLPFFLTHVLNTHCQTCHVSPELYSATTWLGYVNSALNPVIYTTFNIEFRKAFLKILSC
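Agonist mode: compounds and dopamine controls were applied to plated cells for 90 min at 37 degrees C after an overnight attachment at 1500 cells/well. Luminescent read-out followed 30 - 60 minutes at room temperature with DiscoveRx detection reagent.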
D3 antag: antagonists of human D3 dopamine receptor. D3R cells, DiscoveRx beta-arrestin luminescence, antagonist mode; active compounds read low. AID 652054. hit rate 2.5% among 360,000. P35462. max response, negative = inhibition, %; in the data active means max response below about -50%; inconclusive means no clear call, values can overlap the other calls; further: on the % scale 0 is the no-effect control and ±100 the full control effect; mostly tested at two doses, the higher about 12 µM
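Cells expressing the human receptor were seeded at 1500 cells/well, incubated overnight at 37 degrees C in 5% CO2, then exposed to library compounds with dopamine controls for 90 minutes at 37 degrees C before luminescent detection.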
Numbers without * were called inactive; ? = inconclusive; . = not tested or not shown; & = joins results of further samples; [ ] = remark or other dose. Unless noted, the call rests on the fitted dose curve; in most records, active means well fitted curve in the direction sought with a large enough effect; inconclusive means small, poorly fitted or top-dose-only effect, or another doubt; inactive means no such curve, though single readings can be large; an effect the other way counts as inactive or inconclusive.

Second line of a record: KB-3-1 tox | SW480 rereplic | HT1080 IDH1KD tx | IL1B secr inh | HT1080-NT tox | GLP1R ag | KB-V1 cytotox | DRD3 agonist | D3 antag
1	CNC(=O)c1c(Cl)cnn1-c1ccccc1
    2% | -13% | 13% | 2 | 11% | 11% | 2% | 0 | 9
2	CN(C)CCCN(C(=O)c1ccc(Br)s1)c1nc2cc3c(cc2s1)OCO3
    -10% | -1% | ? | -101* | ? | -1% | ? | -5 | 6
3	COc1ccc(-c2cnnn2-c2ccc(NC(=O)c3ccc(S(=O)(=O)N4CCCCC4)cc3)cc2)cc1OC
    -4% | ? | -15% | -22 | -9% | 21% | -22% | 26 | 27
4	COc1cccc(-c2cc(CC3(O)CCN(CCCc4ccccc4)CC3)on2)c1
    0% | -3% | -14% | ? | -7% | 4% | -1% | -3 | -96*
5	COc1cccc(C2/C(=C(/O)c3cnn(-c4ccccc4)c3C)C(=O)C(=O)N2CCN(C)C)c1OC (centres undefined)
    14% | 2% | 18% | 6 | 20% | 12% | -2% | -8 | -11
6	C=C1CCN(C(CC(C)C)C(=O)OC)S(=O)(=O)c2ccccc21 (centres undefined)
    -2% | 0%[9.22 µM] | -3% | -5 | -2% | -2% | -11% | 0 | -22
7	CCn1c(SC)nnc1C1CCN(CC(=O)Nc2ccccc2N2CCOCC2)CC1
    7% | -1% | 19% | 9 | 4% | 5% | -26% | 0 | 4
8	CCC(C)N(C(=O)Cn1c(=O)cnc2ccccc21)C1CCS(=O)(=O)C1 (centres undefined)
    -1% | 2% | 1% | 5 | 5% | 1% | 8% | 0 | -1
9	CCN(CC(=O)NCc1cccs1)C(=O)Cc1ccc(Cl)c(Cl)c1
    -15% | -5% | -4% | -13 | -5% | 13% | -21% | -5 | -23
10	O=C(CC1Sc2ccccc2NC1=O)OC(C(=O)NCCc1ccccc1)c1cccnc1 (centres undefined)
    13% | -25% | 0% | 7 | 0% | 10% | ? | 0 | 16
11	COc1ccc(/C=N/NC(=O)c2ccn[nH]2)cc1COc1ccc(F)cc1
    ? | 11%[9.22 µM] | -18% | 163 | -9% | 0% | ? | 1 | 6
12	CCOc1nc(SCCOc2ccccc2)nc(N(C)C)n1
    2% | 3% | -1% | 25 | -1% | ? | -21% | 2 | 53
13	CCCCc1ccc(NC(=O)CN2C(=O)NC(Cc3ccccc3)C2=O)cc1 (centres undefined)
    1% | ? | -10% | -1 | -3% | 12% | 3% | -1 | 7
14	CC(C)CC(NC(=O)C(NC(=O)C1CCC(=O)N1C(=O)OCc1ccccc1)C(C)C)C(=O)N1CCCC1C(N)=O (centres undefined)
    -1% | -4% | 13% | 6 | 3% | 0% | 6% | -12 | -16
15	CCCN(C(=O)c1cc(S(=O)(=O)N2CCN(CC)CC2)ccc1Cl)C1CCS(=O)(=O)C1 (centres undefined)
    8% | -4% | -3% | -9 | -4% | 6% | -15% | -10 | ?
16	Cc1cccc(NC(=O)C23CCC(C)(C2Br)C3(C)C)c1 (centres undefined)
    -6% | 6% | -22% | 18 | -14% | 2% | -1% | -4 | -3
17	O=C(O)c1ccc(CS(=O)(=O)c2c(Cl)cccc2Cl)o1
    1% | -17% | 8% | 17 | 7% | -2% | 0% | 3 | -3
18	Cc1ccc2nc(-c3ccc(NC(=O)C(C)Sc4nncs4)cc3)sc2c1 (centres undefined)
    0% | ? | -17% | -20 | ? | 0% | 12µM* | 12 | 36
19	c1ccc(-c2cc(NCCN3CCCCC3)c3ccccc3n2)cc1
    ? | ? | 21µM* | -99* | 21µM* | -5% | ? | -10 | -3
20	CCN(CC)CCNC(=O)Cn1nc(-c2ccc(C)cc2)ccc1=O
    -7% | -1% | -8% | -14 | -13% | -3% | -10% | -26 | -22
21	O=C(CSc1nnc(CNc2ccc(Cl)cc2)o1)Nc1nc2c(s1)CCCC2
    -4% | -2% | -26% | -16 | -17% | 2% | ? | 5 | 15
22	Cc1ccccc1Nc1nc(-c2cccnc2)nc2ccccc12
    0% | -6% | 4% | -14 | 7% | 17% | 0% | 7 | 14
23	COc1cccc2cc(C(C)N(CCCN3CCOCC3)C(=S)Nc3ccc(C)cc3)oc12 (centres undefined)
    -2% | -2% | -6% | -3 | -3% | 12% | 6% | -7 | -25
24	Clc1ccc(SCCn2ccnc2)cc1
    4% | 3%[9.22 µM] | -5% | -1 | -3% | 17% | ? | -3 | -27
25	O=C(NC(=S)N1CCN(c2ccc(O)cc2)CC1)c1ccco1
    . | -2% | -7% | 2 | -24% | -9% | . | 6 | -8
26	Nc1nc(-c2ccccc2)cc(C(F)(F)F)n1
    4% | -4% | -19% | 10 | 9% | 31% | -5% | -2 | -9
27	OCCC1CN(Cc2cccn2-c2ncccn2)CCN1CCc1ccccc1 (centres undefined)
    18% | 15% | 3% | 1 | 0% | 4% | ? | -7 | -9
28	COc1ccccc1-c1cc2nc(C)c(CCC(=O)Nc3cc(C)ccc3C)c(C)n2n1
    12% | . | . | . | . | 1% | 17% | 6 | .
29	COCCOC(=O)c1c(C)n(C)c2ccc(OC(=O)c3cccs3)cc12
    0% | -4% | 7% | 14 | 3% | 19% | -21% | -10 | -25
30	COc1ccccc1CNC(=O)c1ccoc1C
    7% | -3% | 5% | -16 | 20% | 20% | ? | 3 | -9

Following part
Second line of a record: KB-3-1 tox | SW480 rereplic | HT1080 IDH1KD tx | IL1B secr inh | HT1080-NT tox | GLP1R ag | KB-V1 cytotox | DRD3 agonist | D3 antag
31	CC(=O)c1ccc(Oc2cc(-c3ccccc3)nc(-c3ccccc3)n2)cc1
    ? | 21µM* | ? | -11 | 20% | 18% | ? | 3 | 7
32	O=C(Nc1ccccc1F)c1cc(Cl)sc1Cl
    0% | -3% | 14% | 44 | 2% | 11% | 28% | 3 | 15
33	O=C(CS(=O)(=O)c1ccc(F)cc1)NCCS(=O)(=O)c1ccccc1
    -6% | ? | -7% | -6 | 7% | -6% | -15% | -4 | 22
34	COc1ccc2c(=O)c3c(=O)n(-c4ccccc4)c(-c4ccc(C)cc4)nc3oc2c1
    6% | -14% | 16% | 60 | 2% | 1% | 2% | 3 | 4
35	Cc1sc2ncnc(N/N=C/c3ccc(O)cc3)c2c1C
    -23% | -65%[inhibitor] | ? | -12 | -14% | 4% | ? | 6 | 18
36	C[C@@]12C(=O)N(Cc3ccccc3)CC(=O)N1[C@H]1c3ccccc3OC[C@@H]1[C@@H]2c1ccccc1
    ? | -8% | ? | -15 | -8% | -2% | -16% | -19 | -14
37	COc1cccc2c(=S)c(CCC(C)=O)c(C)[nH]c12
    7% | -5% | 2% | 5 | 9% | 14% | -2% | 2 | -10
38	O=C(CN1C(=O)COc2ccc(S(=O)(=O)N3CCCCCC3)cc21)N1CCN(c2ccccc2)CC1
    6% | . | . | . | . | 2% | ? | -8 | .
39	Cc1cccc(C)c1OC(=O)CCN1C(=O)C2C3C=CC(C4CC34)C2C1=O (centres undefined)
    -1% | 0% | 15% | 19 | 2% | 2% | -12% | -15 | -5
40	CC1C(=O)N(Cc2ccc([N+](=O)[O-])cc2)c2ccccc2N1C(=O)c1c(F)cccc1F (centres undefined)
    -10% | -1% | -29% | ? | -19% | 4% | -22% | -10 | 0
41	Cc1ccc(O)c(C2=Nc3ccccc3N=C(c3cccs3)C2)c1
    ? | 3% | -1% | -12 | 0% | -1% | 15µM* | 2 | 0
42	CC1(C(=O)NCc2cccc(Cl)c2)Cc2c(-c3ccc4c(c3)OCO4)ccnc2O1 (centres undefined)
    ? | . | ? | 36 | ? | 19% | ? | -18 | -6
43	c1ccc(Cn2nnnc2-c2ccco2)cc1
    -2% | 3% | 0% | 18 | -7% | 7% | -28% | 0 | 16
44	N#CC1=C(N)N(c2ccccc2)C(c2cccc([N+](=O)[O-])c2)C1(C#N)C#N (centres undefined)
    1% | -7% | -3% | -21 | -1% | 37% | -9% | 1 | 18
45	CC1=NN(c2ccc(S(=O)(=O)O)cc2C)C(=O)C1
    -4% | -1% | 7% | 28 | 9% | 1% | -8% | 11 | ?
46	CN(Cc1ccccc1)c1ccc(C(CC(N)=O)NC(=O)Cc2cccc3ccccc23)cc1[N+](=O)[O-] (centres undefined)
    16% | -12% | 6% | -3 | -2% | 2% | -10% | 5 | -21
47	O=C1NN(c2cccc(Br)c2)C(=O)/C1=C\c1ccccc1
    -4% | -7% | -2% | -22 | -8% | 13% | 16% | 5 | -23
48	CCCCNC(=S)NNC(=O)c1ccco1
    0% | ? | 5% | -4 | 0% | 0% | -6% | 2 | -25
49	Clc1ccc2nc(COc3ccccc3)[nH]c2c1
    ? | 7.3µM* | 8.2µM* | -23 | 13µM* | -3% | -29% | -8 | -14
50	CCCCC1CCC(C(=O)N(CC(C)C)c2c(N)n(Cc3ccccc3)c(=O)[nH]c2=O)CC1 (centres undefined)
    10% | 0% | 1% | -21 | 8% | -6% | 3% | 1 | 15
51	Cc1ccc(Nc2nc(-c3ccc(O)c(O)c3)cs2)nc1
    ? | ? | 23µM* | -77* | ? | 12% | -7% | 2 | -4
52	Cc1ccc(-c2cc(C(=O)NCc3cnn(C)c3C)c3cc(Br)ccc3n2)cc1
    -1%&7% | -4%[9.22 µM] | ? | 134 | ? | 0% | ? | 7&-1 | -24
53	COc1ccc(-c2nc3nc(C)c(Cc4ccccc4)c(=O)n3[nH]2)cc1
    18% | 11% | 1% | -8 | 6% | -3% | 3% | 0 | -4
54	Clc1ccc(Cn2cc(Br)cn2)cc1Cl
    -3% | -5% | 4%[9.24 µM] | ? | 5% | 0% | 6% | 1 | 10

Given with one line to a screen: part of the list above.
42) CC1(C(=O)NCc2cccc(Cl)c2)Cc2c(-c3ccc4c(c3)OCO4)ccnc2O1 (centres undefined)
34) COc1ccc2c(=O)c3c(=O)n(-c4ccccc4)c(-c4ccc(C)cc4)nc3oc2c1
Compound | 42 | 34
KB-3-1 tox | ? | 6%
SW480 rereplic | . | -14%
HT1080 IDH1KD tx | ? | 16%
IL1B secr inh | 36 | 60
HT1080-NT tox | ? | 2%
GLP1R ag | 19% | 1%
KB-V1 cytotox | ? | 2%
DRD3 agonist | -18 | 3
D3 antag | -6 | 4
